# Assay outcomes (PubChem)
# EPAC2 antagonist: qHTS for Antagonist of cAMP-regulated guanine nucleotide exchange factor 2 (EPAC2): primary screen; Rap guanine nucleotide exchange factor 4 (Homo sapiens), Q8WZA2; 360,000 compounds, 0.18% hits; EPAC2 GEF exchange of Rap1B-BODIPY-GDP, fluorescence; Potency, µM (titrated, usually from 114 µM), for inactives: top-dose activity, negative = inhibition, actives largely listed as inhibitors; note: potency is the fitted concentration of half-maximal effect; % is set by controls: 0 for no effect and ±100 for the full control effect; nearly all actives have a fitted effect of over 45% in size; many of its hits are not listed in these tables
# Target sequence (Q8WZA2 whole entry, looked up): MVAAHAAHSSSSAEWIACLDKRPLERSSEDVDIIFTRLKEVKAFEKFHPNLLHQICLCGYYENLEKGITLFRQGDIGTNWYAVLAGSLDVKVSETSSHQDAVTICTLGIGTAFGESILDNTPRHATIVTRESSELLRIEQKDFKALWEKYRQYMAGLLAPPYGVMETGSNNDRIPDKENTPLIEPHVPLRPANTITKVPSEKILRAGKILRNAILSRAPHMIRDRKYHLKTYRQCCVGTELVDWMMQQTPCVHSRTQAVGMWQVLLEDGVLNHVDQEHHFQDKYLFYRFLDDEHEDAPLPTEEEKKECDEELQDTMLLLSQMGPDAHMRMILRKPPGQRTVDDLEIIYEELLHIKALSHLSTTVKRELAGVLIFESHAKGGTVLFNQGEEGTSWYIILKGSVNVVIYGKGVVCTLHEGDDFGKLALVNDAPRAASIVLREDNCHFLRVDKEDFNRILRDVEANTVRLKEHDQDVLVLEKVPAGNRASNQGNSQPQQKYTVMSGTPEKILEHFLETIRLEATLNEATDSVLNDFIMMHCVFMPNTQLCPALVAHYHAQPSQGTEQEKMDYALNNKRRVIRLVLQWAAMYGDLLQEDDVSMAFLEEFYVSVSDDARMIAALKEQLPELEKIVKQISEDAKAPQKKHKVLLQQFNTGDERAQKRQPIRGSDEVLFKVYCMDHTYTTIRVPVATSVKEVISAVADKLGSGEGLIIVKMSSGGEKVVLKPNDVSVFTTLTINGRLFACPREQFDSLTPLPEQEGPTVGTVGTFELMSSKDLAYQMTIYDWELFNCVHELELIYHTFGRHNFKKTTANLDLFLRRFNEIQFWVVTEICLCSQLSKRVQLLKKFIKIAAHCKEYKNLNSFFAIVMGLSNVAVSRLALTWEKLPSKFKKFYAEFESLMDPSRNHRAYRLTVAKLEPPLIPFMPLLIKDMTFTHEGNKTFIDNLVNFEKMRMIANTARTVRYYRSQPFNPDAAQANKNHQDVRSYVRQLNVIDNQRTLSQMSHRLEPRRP
# Nrf2 block: Nrf2 qHTS screen for inhibitors | A549 ARE-Fluc reporter, luciferase luminescence, 18-24 h | Potency, µM (doses to about 46 µM), for the others: at the highest dose activity change, negative = inhibition, hits mostly inhibitors | 360,000 compounds, 2.1% hits; note: potency is the fitted concentration of half-maximal effect; % is set by controls: 0 for no effect and ±100 for the full control effect; nearly all actives have a fitted effect of over 60% in size
#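 Reporter: ARE-Fluc in A549. Exposure: 18-24 h, 37 °C, 5% CO2, 5% FBS OPTI-MEM. Readouts: fluorescent cytotoxicity (CellTiter-Fluor), then luminescent Nrf2 signal after BugLite.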
# EPAC2 agonist: qHTS for Agonist of cAMP-regulated guanine nucleotide exchange factor 4 (EPAC2): primary screen | EPAC2 activation, biochemical qHTS; response scale: 100% = 6.5 mM cAMP response | Rap guanine nucleotide exchange factor 4 (Homo sapiens), Q8WZA2 | AID 720711, 2013 | 360,000 compounds, 0.079% hits | Potency, µM (titrated, usually from 154 µM), for the others: at the highest dose activation, usual class: activators; note: potency is the fitted concentration of half-maximal effect; nearly all actives have a fitted effect of over 50% in size
#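 Setup: EPAC2 100 nM, labeled Rap1B complex 250 nM, free GDP 50 uM. Compound titrations pinned in, brief spin, 5 min room temperature incubation. Kinetic fluorescence read over 30 min, normalized to 6.5 mM cAMP.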
# A549 tox: Nrf2 qHTS screen for inhibitors: counterscreen for cytotoxicity | 390,000 compounds, 0.16% hits | A549 ARE-Fluc cells, CellTiter-Fluor viability, 18-24 h | Potency, µM (highest dose often 46 µM), inactives show top-dose activity change, negative = cytotoxicity, actives largely listed as inhibitors; note: potency is the fitted concentration of half-maximal effect; % is set by controls: 0 for no effect and ±100 for the full control effect
#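 Cytotoxicity counterscreen: CellTiter-Fluor fluorescence was measured in A549 ARE_Fluc cells after 18-24 h of compound exposure in a concentration series. The subsequent BugLite luminescent read reports ARE-luciferase activity.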
# Mm-Cpn inhibitor: Inhibitors of TCP-1 ring complex (TRiC) of Methanococcus maripaludis (MmCpn): qHTS | Chaperonin Mm-Cpn (Methanococcus maripaludis) | purified Mm-Cpn ATPase, ADP Transcreener TR-FRET | Potency, µM (doses to about 76.9 µM), without a hit: top-dose activity, negative = inhibition, actives largely listed as inhibitors | 330,000 compounds, 0.031% hits | AID 504842, 2011; note: potency is the fitted concentration of half-maximal effect; % is set by controls: 0 for no effect and ±100 for the full control effect; nearly all actives have a fitted effect of over 80% in size
#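 Eu-cryptate anti-ADP/ADP-d2 competition gives a ratio inversely related to ADP. Enzyme at 25 nM was pre-exposed to compound for 10 min, then given 10 uM ATP for 30 min, 37°C throughout.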
# Nrf2 activator: qHTS of Nrf2 Activators | AREc32 ARE-luciferase reporter (MCF7-derived line), luminescence, 24 h | Potency, µM (highest dose often 46.1 µM), without a hit: at the highest dose activation, usual class: activators | 410,000 compounds, 0.31% hits; note: potency is the fitted concentration of half-maximal effect; % of control where 0% means no effect; nearly all actives have a fitted effect of over 65% in size
#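 Cells of the AREc32 ARE-luciferase line are plated in OPTI-MEM containing 5% FBS and left overnight at 37 deg C. Compounds are pinned in, incubation continues 24 hr, and firefly luciferase signal is then measured.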
# CCT chaperon mod: High-Throughput Screening for Modulators of Cytosolic Chaperonin Activity | activity change, % (no concentration beside the values), hits read low | 360,000 compounds, 0.3% hits | purified chaperonin ATPase assay, HTRF ADP detection, 30 min; in the data active = activity change below about -30%; note: % is set by controls: 0 for no effect and ±100 for the full control effect
#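 We incubate TRiC, 40 or 20 nM final, with library compounds at 76 uM and 10 uM ATP for 30 min at 37 °C. ADP formed is detected with Transcreener HTRF reagents after 30 min at room temperature.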
# Akt phos inh: HTS Assay for Inhibitors of Akt Phophorylation: Primary Screen | Neuro2A IGF-stimulated pAkt S473 HTRF, 20 min; hits give low values | activity change, % for hits at 50 µM | 360,000 compounds, 0.32% hits | AID 651550, 2012; in the data active = activity change below about -80%; inconclusive = mostly about -51% to -80%; note: % is set by controls: 0 for no effect and ±100 for the full control effect
#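 Single-point screen (50 µM final compound) in Neuro2A cells stimulated 20 min with 6 nM IGF at 37 deg C. After lysis, Ser473-phosphorylated Akt read by HTRF (ex 330 nm, em 615/665 nm) as the 665/615 ratio.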
# TGFb inhibitor: qHTS for Inhibitors of TGF-b; HepG2 CAGA-GFP TGF-b/SMAD3 reporter, GFP fluorescence, 18 h; TGF-beta stimulated, 500 pg/mL final; Potency, µM (doses to about 46.1 µM), inactives show at the top dose activity, negative = inhibition, actives largely listed as inhibitors; 410,000 compounds, 1.2% hits; AID 588855, 2011; note: potency is the fitted concentration of half-maximal effect; % is set by controls: 0 for no effect and ±100 for the full control effect; nearly all actives have a fitted effect of over 65% in size
#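 Cell-based qHTS in HEPG2 carrying a CAGA-GFP Smad reporter; compounds added before 500 pg/mL final TGF-beta, 18 h incubation at 37 degrees C, GFP fluorescence quantified per cell by imaging cytometry.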
# Active calls of the source: *; i = inactive; ? = inconclusive; nt = not tested or not shown; & = joins results of further samples; [ ] = dose if it differs, or a comment. Unless noted, calls come from the whole dose curve; as a rule, active = well fitted curve in the direction sought with a large enough effect; inconclusive = small, poorly fitted or top-dose-only effect, or another doubt; inactive = no such curve, though single readings can be large; an effect the other way counts as inactive or inconclusive. Only part of the results is shown; rates above refer to the full screens.
Compound	EPAC2 antagonist	Nrf2 block	EPAC2 agonist	A549 tox	Mm-Cpn inhibitor	Nrf2 activator	CCT chaperon mod	Akt phos inh	TGFb inhibitor
COc1ncnc2c1N=C1CC(C)(C)CC(N)=C1S2	5%	0%	5%	3%	-7%	-0.1%	-0.2	i	-1%
CN(C)c1cccc(C(=O)N/C=C/n2cnc3cc(C(F)(F)F)ccc32)c1	-11%	7%	5%	12%	-2%	3.2%	0.9	i	0%
O=C(/C=C/c1ccccc1)NNC(=O)c1cccnc1	11%	4%	-1%	14%	0%	-0.1%	-3.5	i	4%
Cc1ccc(NC(=O)CCN2CCN(CCO)CC2)cc1C	nt	-2%	nt	-2%	nt	0.0%	nt	nt	15%
O=C(Cc1ccccc1)NNC(=S)NC(=O)c1cccs1	-2%	?	1%	-13%	1%	0.2%	-1.1	i	-18%
Cc1csc2nc(SCC(=O)N3CCN(c4ccccc4)CC3)[nH]c(=O)c12	-2%	-27%	12%	5%	1%	4.3%	6.2	i	-17%
Cc1ccc(OCC(=O)Nc2ccc(N3CCN(S(C)(=O)=O)CC3)cc2)cc1C	2%	0%	4%	0%	-1%	0.1%	0.8	i	1%
NC(=O)C1CCN(C(=O)COc2cccc3cccnc23)CC1	-4%	1%	8%	12%	0%	0.1%	0.4	i	-3%
COc1cc(OC)c(NC(=O)CC(c2cccs2)N2Cc3ccccc3C2=O)cc1Cl (stereo not given)	nt	20%	nt	2%	nt	-1.8%	nt	nt	-59%
COc1ccc(C(=O)NCc2cccnc2)cc1	2%	15%	-5%	-1%	1%	-0.7%	0.5	i	-7%
COC(=O)c1ccc2c(=O)n(CCN3CCOCC3)c(SCC(=O)Nc3ccc(OC)cc3OC)nc2c1	5%	0%	-6%	-3%	3%	0.4%	0.8	nt	-6%
O=S(=O)(N/N=C\c1cccn1-c1ccccc1)c1ccc2ccccc2c1	-3%	-12%	18%	9%	-2%	2.1%	1.6	i	?
O=C(OCC(=O)N1CCCC1=O)c1ncc(Cl)c(Cl)c1Cl	15%	4%	0%	1%	1%	7.8%	-5.1	i	5%
O=S(=O)(Nc1ccc(-c2cn3c(n2)SCC3)cc1)c1cccs1	-8%	1%	9%	-4%	1%	0.3%	0.5	i	19%
CCCCNC(=O)C1CCC(CNS(=O)(=O)c2ccc(C)cc2)CC1 (stereo not given)	-5%	-2%	3%	-6%&3%	1%	-0.1%&-1.3%	-1.9	i	-2%&-4%
CC(C)C(NC(=O)/C=C/c1cccc([N+](=O)[O-])c1)C(C)C	-9%	0%	3%	7%	5%	17%	-1.2	i	1%
CCCc1cc(-c2ccc3c(c2)COc2c4ccccc4nn2-3)on1	0%	?	3%	-2%	0%	3.4%	-1.2	i	?
COc1ccc(C(=O)Nc2ccc(Cl)cc2C(=O)NCc2ccco2)cc1OC	-1%	21µM*	5%	?	-8%	2.7%	0.1	i	-27%
COc1cc(CNC2CCCc3ccccc32)cc(OC)c1OC (stereo not given)	-1%	0%	-3%	-1%	1%	-0.2%	1.9	i	3%
CC(C)C[C@H]1CN(CCCC[C@H]2CNC(=O)C(=O)N2Cc2ccccc2)C(=O)C(=O)N1CC1CCCCC1	1%	nt	-4%	nt	nt	-1.4%	-1.5	i	nt
CC1CC(C)CN(C(=O)CCNS(=O)(=O)c2cccs2)C1 (stereo not given)	-1%	6%	0%	-5%	0%	3.8%	-1.0	i	5%
FC(F)(F)c1ccccc1Cc1c(-c2cccc(Cl)c2)nc2ccc(Cl)cn12	-27%	nt	1%	nt	nt	17%	-0.5	i	-18%
CN(C(=O)COC(=O)c1ccc([N+](=O)[O-])cc1)c1ccccc1	-7%	-6%	9%	2%	2%	0.1%	-1.3	i	-10%
CCOC(=O)c1c(NC(=O)CSc2cn(CCNC(=O)c3ccc(OCC)cc3)c3ccccc23)sc2c1CCC2	nt	-26%	nt	-6%	nt	0.4%	nt	nt	?
CC(C)C(=O)Nc1nc(-c2ccc3c(c2)CCN3C(=O)C2CC2)cs1	9%	?	-6%	-3%	-2%	2.7%	0.7	i	3%
Cn1c(Nn2cnnc2)nc2ccccc21	5%	13%	5%	-4%	0%	0.1%	-4.0	i	-27%
CN(Cc1ccccc1)C(=O)c1cccc(NC(=O)Cc2ccc(NC(=O)C3CCN(C(=O)c4ccccc4)CC3)cc2)c1	-9%	-4%	2%	1%	nt	5.2%	0.1	i	-22%
C[C@H]1CN([C@@H](C)CO)C(=O)CCCn2cc(nn2)CO[C@@H]1CN(C)C(=O)Nc1ccc2c(c1)OCO2	9%	nt	8%	nt	nt	-0.6%	-1.2	i	25%
COC(=O)C(Cc1c[nH]c2ccccc12)NC(=O)c1cccc(S(=O)(=O)N2CCCCC2)c1 (stereo not given)	-10%	14%	21%	-5%	3%	-0.1%	0.3	i	?
CC(C)Oc1ccc(CCc2nnc(SC(C)C(=O)O)n2-c2ccccc2)cc1 (stereo not given)	3%	0%	1%	2%	1%	-0.1%	-0.2	i	-11%
Cc1cccc(N2CCN(C(=O)c3ccc4c(c3)N(Cc3ccccc3F)C(=O)c3ccccc3S4=O)CC2C)c1 (stereo not given)	nt	?	nt	?	nt	0.4%	nt	nt	?
COc1ccc(-c2c(C)nc(N)nc2-c2ccc(OCc3ccc(C)cc3)cc2O)cc1OC	-15%	?	3%	-4%	-4%	-0.5%	-2.2	i	?
COc1nccnc1NS(=O)(=O)c1ccc(NC(=S)NC(=O)c2ccccc2)cc1	4%	-7%	-3%	-5%	1%	-0.4%[9.22 µM]	-1.1	i	-28%
COc1ccc(/C=C/C(=O)c2ccc3c4c(cccc24)CC3)cc1OC	-3%	18µM*	3%	-3%	-15%	0.5%[9.22 µM]	-2.3	i	?
O=S(=O)(c1ccc(OCc2nc3ccccc3s2)c(Cl)c1)N1CCOCC1	-2%	?	1%	0%	3%	-0.7%	-2.2	i	0%
CCC1CCCCN1CCCNC(=O)c1ccc2c(c1)N(Cc1cccc(C)c1)C(=O)c1ccccc1S2(=O)=O (stereo not given)	nt	?	nt	-3%	nt	7.2%	nt	nt	?
Cc1nc(-c2ccc(S(=O)(=O)NCc3ccccn3)s2)cs1	14%	?	8%	-15%	-6%	3.9%	1.9	i	-17%
N/C(CCN1CCCCC1)=N/O	14%	4%	-6%	-8%	nt	0.0%	-0.1	i	-15%
CCOC(=O)c1cccc(NC(=O)c2cnn(-c3ccccc3)c2-n2cccc2)c1	nt	-10%	nt	6%	nt	-1.2%	nt	nt	0%
Cc1cc(C(=O)NCC(=O)OCC(=O)N(C)C2CCCCC2)ccc1[N+](=O)[O-]	1%	-6%	5%	2%	-2%	0.0%	-13	i	11%
COc1cc(C(=O)OC(C)C(=O)NCC2CCCCC2)cc(NC(=O)c2ccco2)c1OC (stereo not given)	-2%	?	-28%	-13%	0%	3.1%	-1.4	i	3%
CCc1ccc(S(=O)(=O)N2CCN(c3ncccn3)CC2)cc1	-10%	-26%	7%	0%	1%	-1.1%[9.22 µM]	-1.3	i	17%
Cc1nc2scc(C)n2c(=O)c1S(=O)(=O)N1CCN(c2ccccn2)CC1	1%	-16%	-11%	12%	-2%	0.0%	-0.2	i	-18%
CCOC(=O)c1c(NC(=O)C2C3C=CC(C3)C2(C)C(=O)O)sc2c1CCCC2 (stereo not given)	-2%	-14%	5%	4%	-25%	-0.3%	-4.6	i	-4%
CCC(=O)Nc1ccc(C(=O)n2nc(C)cc2C)cc1	-4%	nt	-10%	2%	3%	-0.7%	0.3	i	0%
Cc1cccc(OCc2nnc(SCC(=O)Nc3nccs3)o2)c1	-1%	1%	2%	-2%	0%	0.7%	-2.9	i	-8%
COc1ccc(N(C(=O)c2cccc(C)c2)S(=O)(=O)c2ccc(Cl)cc2)cc1	nt	?	nt	-5%	nt	-1.0%	nt	nt	?
CC(C)CN(c1ccccc1)S(=O)(=O)c1nnc(NC(=O)C(C)C)s1	6%	5%	7%	2%	-2%	-0.7%	1.2	i	-10%
CCOC(=O)Cn1c(C)[n+](CC(=O)c2ccccc2)c2ccccc21	15%	-29%	5%	1%	1%	-0.9%	0.1	i	-19%
CCN1C(=O)c2ccccc2S(=O)c2ccc(C(=O)NCc3ccccc3OC)cc21 (stereo not given)	nt	?	nt	-2%	nt	1.0%	nt	nt	-1%
COc1ccc(-c2cc(C(=O)NCCN3CCOCC3)c3cc(C(C)C)ccc3n2)cc1	3%	?	-10%	0%	1%	0.3%	-0.5	i	8%
COc1ccc(Cl)cc1S(=O)(=O)N(C)CC(=O)NCCCn1ccnc1	10%	7%	8%	-2%	2%	-0.7%	-3.2	i	5%
COc1cccc(/C=N/NC(=O)C(=O)N2CCCC2)c1	9%	?	5%	-1%	nt	0.5%	-4.3	i	0%
O=C(COC(=O)COc1ccccc1)NC1CCS(=O)(=O)C1 (stereo not given)	8%	15%	3%	11%	-2%	-0.2%	-1.0	i	-2%
